Screening results (PubChem)
SIRT5 inh: inhibitors of human sirtuin-5 desuccinylase | Q9NXA8 | Purified SirT5, succinyl-peptide AMC, trypsin-coupled fluorescence | inhibition, % at 15 µM | hit rate 1.1% among 330,000; in the data active = inhibition above about 15%; inconclusive = no clear call, values can overlap the other calls
Target sequence (Q9NXA8 whole entry, looked up): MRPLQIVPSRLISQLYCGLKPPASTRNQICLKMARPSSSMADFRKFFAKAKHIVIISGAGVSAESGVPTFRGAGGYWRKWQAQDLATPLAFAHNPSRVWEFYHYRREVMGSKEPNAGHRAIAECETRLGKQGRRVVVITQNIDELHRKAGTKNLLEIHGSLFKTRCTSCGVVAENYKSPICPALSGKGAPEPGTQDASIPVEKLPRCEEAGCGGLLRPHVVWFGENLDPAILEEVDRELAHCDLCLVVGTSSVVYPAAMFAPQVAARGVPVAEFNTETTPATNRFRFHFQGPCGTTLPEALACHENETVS
FN deposition inh: fibronectin deposition inhibition | hit rate 0.086% among 350,000 | AH1F fibroblasts, Alexa488-fibronectin deposition fluorescence, overnight | inhibition, % at 12.6 µM;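 active = mean inhibition across replicates of 30% or more, regardless of how many single replicates reach that level; inconclusive = mean under 30% yet at least half of replicates reach 30%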;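 note: positive control wells lacked labelled fibronectin entirely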
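Assay system: AH1F fibroblasts / Quantity: 10000 cells per well / Medium: DMEM plus 2% serum, read in PBS / Reagent: labelled fibronectin 24 nM / Dosing: single dose, pinned / Times: 1 h cell attachment, overnight exposure to compound and label / Signal: fluorescence, ex 485 nm, em 525 nm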
esBAF inh: SWI/SNF esBAF complex inhibition; mouse ES cells, Bmi1-luciferase knock-in reporter, 24 h; 100% = twice the neutral-well signal; reporter increase, % at 12.5 µM; hit rate 2% among 350,000; AID 602393; in the data active = activation above about 40%; inconclusive = no clear call, values can overlap the other calls;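 note: 0% = median of the plate's neutral control wells and 100% = double that signal; a rise in the Bmi1 reporter signal indicates esBAF inhibition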
LGR2 inh: Drosophila LGR2 receptor signaling inhibition; hit rate 0.35% among 380,000; HEK293 LGR2, CRE-luciferase, bursicon-stimulated, 4 h; inhibition, % at 9.99 µM;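 active = drop in luminescence signal, shown as inhibition above about 50% in the replicate tests, limit read from the data, passing the limit was not always enough; inconclusive = probably only some replicates passing the limit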;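 note: agonist challenge used bursicon conditioned medium at about half maximal strength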
Statin myotox sup: protects C2C12 myotubes from simvastatin toxicity. ATP luminescence, 48 h; scaled: DMSO 0, geranylgeraniol control 100. rescue of ATP level, % at 7.49 µM. hit rate 0.78% among 330,000. AID 602340;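 active = mean ATP rescue above about 67%, or every replicate alone reaching that limit, limit read from the data, passing the limit was not always enough; inconclusive = no clear call, values can overlap the other calls; inactive = mean under the limit and some replicate under it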;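 note: myotubes were challenged with 10 µM simvastatin during compound exposure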
CASP6 VEID inh: inhibitors of human caspase-6. purified caspase-6, Z-VEID-R110 cleavage fluorescence. AID 686996. inhibition, % at 12.5 µM. P55212. hit rate 0.53% among 350,000;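 active = mean inhibition across replicates at least about 35%, with every replicate also reaching that limit, limit read from the data; inconclusive = only one of the two criteria met; inactive = neither criterion met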;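 note: 0% = median of neutral control wells and 100% = no fluorescence left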
Target sequence (P55212 24-179 limits assumed): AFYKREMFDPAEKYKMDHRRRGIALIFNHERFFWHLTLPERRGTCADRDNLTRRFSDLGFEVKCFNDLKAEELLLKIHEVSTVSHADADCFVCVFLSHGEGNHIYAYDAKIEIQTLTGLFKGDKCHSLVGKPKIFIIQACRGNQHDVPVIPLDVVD
Target sequence (P55212 194-293 limits assumed): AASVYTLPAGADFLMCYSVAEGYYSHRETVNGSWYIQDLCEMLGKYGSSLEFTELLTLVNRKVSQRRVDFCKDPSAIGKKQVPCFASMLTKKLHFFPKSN
S100A4 inh HTS: blocks human S100A4 binding to myosin IIA peptide; P26447; S100A4/TAMRA-MyoIIA peptide fluorescence polarization; inhibition, % at 10.7 µM; hit rate 0.14% among 360,000; AID 652163;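 active = mean inhibition of at least 70% across replicates, with every replicate also reaching that level; inconclusive = mean inhibition reaches 70% but some replicates fall short; inactive = mean inhibition below 70%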
Target sequence (P26447 whole entry, looked up): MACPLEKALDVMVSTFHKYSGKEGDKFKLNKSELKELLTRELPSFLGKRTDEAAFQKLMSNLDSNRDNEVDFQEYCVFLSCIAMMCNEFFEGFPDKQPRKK
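Material: human S100A4 monomer with TAMRA-labelled myosin IIA peptide; buffer or medium: HEPES pH 7.2 with CaCl2, KCl, NaCl, DTT, Triton; compound dosing: one concentration per compound; schedule: 5 min incubation before reading; benchmarks: neutral control DMSO, positive control TFP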
* hit, by the source's call; ? = inconclusive; / = no result given; & = joins results of further samples. These rows are one share of the data; the hit share may differ from the screen's.

SMILES	SIRT5 inh	FN deposition inh	esBAF inh	LGR2 inh	Statin myotox sup	CASP6 VEID inh	S100A4 inh HTS
CCOc1cc(C=O)ccc1OCC(=O)NC(C)(C)C	-2	-2	/	-11	/	-4	12
CC(C)C1=C2OC(N)=C(C#N)C(C#N)=C2C(C)CC1 (configuration not stated)	-10	/	-5	8	62	4	-4
COc1ccc(NS(=O)(=O)c2ccc(Br)s2)cc1OC	/	4	-15	3	-17	/	/
CCCCn1c(-c2ccc(Cl)c(Cl)c2)nc2cc3[nH]c(=O)c(C(C)C)nc3cc21	-5	-7	-1	15	-9	-2	-1
CC(C)(C)OC(=O)C[C@@H]1C/C=C\C[C@@H](CC(=O)N(CCO)Cc2ccccc2)C(=O)N2CCC[C@@H]2COC1=O	/	-4	1	16	-6	2	0
CCN1CCN(CC(=O)Nc2ccc(N(C)C)cc2)CC1	1	0	-2	3	-4	-5	2
Cc1noc(C)c1NC(=O)N(C)C[C@H]1OCc2cn(nn2)CCCC(=O)N([C@@H](C)CO)C[C@H]1C	/	7	4	2	-3	/	/
C[C@H]1CN([C@@H](C)CO)C(=O)c2cc(-c3cncnc3)cnc2O[C@@H]1CN(C)C(=O)Cc1ccccn1	0	-2	7	-11	0	-1	0
C[C@H]1CN([C@@H](C)CO)C(=O)Cc2cc(NC(=O)C3CC3)ccc2O[C@@H]1CN(C)C(=O)Nc1ccc(F)cc1	-5	/	-3	-2	14	2	5
COC(=O)c1ccc2nc(NC(=O)C(C)C)sc2c1	-5	-16	/	-72	/	0	5
Cc1ccc(SCC(=O)Nc2nnc(-c3ccco3)o2)cc1	0	3	-9	3	-5	-2	-6
CC(=O)c1c(C)[nH]c(C(=O)N2CCN(c3ncccn3)CC2)c1C	16*	5	-3	-5	6	1	-1
O=C(Nc1ccccc1F)N[C@H]1CC[C@H](CCNC(=O)C2CC2)O[C@@H]1CO	4	-1	0	8	-1	-1	1
C[C@H]1CN([C@@H](C)CO)C(=O)c2cc(-c3cccc(C#N)c3)cnc2O[C@H]1CN(C)C	-3	-3	3	3	/	-3	-3
CC(C)Oc1ccc(S(=O)(=O)N2CCCCC2)cc1NC(=O)C1CCC1	-4	-10	3	-12	8	-3	-2
COc1cc(/C=C/C(=O)OCC(=O)Nc2c(C)n(C)n(-c3ccccc3)c2=O)ccc1OCC#N	0	0	/	26	/	0	9
COCC(=O)N1CC(=O)N2[C@@H](CO)[C@H](c3ccc(C#CCc4ccccc4)cc3)[C@@H]2C1	1	/	/	-7	/	0	26
COCCNC(=O)C[C@H]1C[C@@H]2c3cc(NC(=O)Nc4ccc(C(F)(F)F)cc4)ccc3O[C@@H]2[C@@H](CO)O1	1	/	4	-5	1	1	-8
CCc1cnc(N2[C@@H](C#N)[C@H](c3ccc(-c4cccc(F)c4)cc3)[C@@H]2CO)s1	1	-18	-9	3	-2	-1	-1
COc1ccccc1C(=O)NC(=S)Nc1cccnc1Cl	0	3	-72	84*	-10	/	-7
CCCC#Cc1ccc2c(c1)O[C@H](CN(C)Cc1ccccc1)[C@@H](C)CN([C@H](C)CO)S2(=O)=O	20*	0	-7	3	9	/	-4
COc1cccc(CNS(=O)(=O)c2cc(CN3C(=O)c4cccnc4C3=O)ccc2OC)c1	-5	1	5	-2	-2	-2	-1
CCNC(=O)C[C@@H]1CC[C@H]2[C@H](COc3ccc(NC(=O)Nc4cccc(F)c4)cc3C(=O)N2C)O1	-3	-2	-8	2	1	0	?
Cc1nnc(C)n1/N=C/c1cccc([N+](=O)[O-])c1	-4	5	/	44	/	4	-5
C[C@@H]1CN([C@@H](C)CO)C(=O)c2cc(C3=CCCC3)cnc2O[C@H]1CN(C)C(=O)Nc1cccc(F)c1	/	4	7	1	-1	/	/
Cn1c(=O)c2cc(NC(=O)NCCc3ccccc3)ccc2n1Cc1cccc(C(F)(F)F)c1	8	-4	17	27	-6	-1	-1
O=C(Nc1nc(-c2ccc(Cl)cc2)cs1)C1=COCCO1	-4	7	/	-39	-33	-5	0
CC1CCN(c2nc3c(c(=O)[nH]c(=O)n3C)n2CCCc2ccccc2)CC1	-1	-5	-5	-34	144*	1	-4
COC(=O)c1cccc2c1-c1ccccc1/C2=N\NC(N)=O	7	11	3	-2	0	27	-1
COc1ccccc1N1CCN(C(=O)C2CCCCN2S(=O)(=O)c2ccc(C)cc2)CC1 (configuration not stated)	/	-17	8	-4	3	7	-4
NC(=O)CS(=O)(=O)c1ccc(Cl)cc1	-1	1	/	-19	/	-1	-1
CCN(c1ccc(NC(=O)COC(=O)CCc2cc(OC)c(OC)c(OC)c2)cc1)C(C)C	-6	10	/	-7	/	1	2
O=C(N/N=C/c1ccccc1)c1ccc(-c2ccccc2)cc1	-3	7	13	-12	-3	2	4
CCN(C[C@H]1N[C@H](CO)[C@H]1c1ccc(-c2cccc(F)c2)cc1)C(=O)COC	0	-4	-2	0	-5	1	-10
CC(=O)c1cccc(-c2ccnc3c2CC(C(=O)Nc2cccc(OC(F)(F)F)c2)O3)c1 (configuration not stated)	10	-13	-5	-8	1	2	-4
O=C(C1CCOCC1)N1CC(=O)N2[C@H](CO)[C@@H](c3ccc(C#CC4CCCCC4)cc3)[C@@H]2C1	-4	13	/	5	/	1	4
O=C(NCc1ccc(Cl)cc1)C(=O)NCC1OCCN1C(=O)c1ccc(Cl)cc1 (configuration not stated)	1	12	/	8	/	1	-1
Cn1c(OCc2cccnc2)nc2c1c(=O)n(Cc1ccc(F)cc1)c(=O)n2C	-3	3	16	16	-8	-49	-3
CCCCNC(=O)C1(C)CCN1C(=O)c1cc(C)n(C(C)(C)C)n1 (configuration not stated)	-2	-2	-8	0	11	-2	-2
COc1cccc(-c2nn(-c3ccccc3)cc2CN2CCCO2)c1	4	0	3	/	-10	-4	-2
Cc1ccc(CNS(=O)(=O)c2ccccc2[N+](=O)[O-])cc1	-4	-6	/	-22	/	-4	-1
COc1cccc(CN(C)CC(=O)N2CCN(S(=O)(=O)c3ccccc3)CC2)c1	/	-1	-7	3	11	2	2
COc1ccc(S(N)(=O)=O)cc1C(=O)NC1CCCc2ccccc21 (configuration not stated)	-2	1	-6	-2	7	2	-2
O=C1NC[C@@H](CCCCN2C[C@H](Cc3ccc(O)cc3)N(CCc3ccc(O)cc3)C(=O)C2=O)N(CC2CCCCC2)C1=O	0	-2	/	-13	/	-1	11
CC(=O)c1ccc(S(=O)(=O)Nc2ccc(S(=O)(=O)N3CCCCC3)cc2)cc1	-2	7	-6	-4	-2	1	60
Cc1ccc(-c2cc(=O)c3cc(C)ccc3[nH]2)cc1	/	7	-41	53*	-23	/	19
COC(=O)N1C(=O)[C@@](Cc2ccccc2)(c2ccccc2)N1C(=O)OC	/	-5	-15	16	-13	/	0
Cc1c(C(=O)Nc2ccccc2)sc2nc(-c3ccccc3)cn12	/	3	?	/	2	/	/
C#Cc1ccc(CN2CCN(CCc3ccccc3)C(CCO)C2)cc1 (configuration not stated)	-5	1	2	-1	10	-1	-1
Cc1cccn2c(=O)c(C=Nc3ccccc3)c(NCCO)nc12	-5	/	-1	-20	-1	-2	1
COc1ccc(NS(=O)(=O)c2cc(NC(=O)c3cccc(OCc4c(C)noc4C)c3)ccc2OC)cc1	/	-4	3	-3	-4	/	/
CC1CC(CCC(=O)NC(=S)Nc2ccc(S(N)(=O)=O)cc2)C(=O)O1 (configuration not stated)	-2	5	14	-15	5	-5	1
C[C@@H]1CN([C@@H](C)CO)C(=O)CCCn2cc(nn2)CO[C@H]1CN(C)C(=O)c1ccc2ccn(C)c2c1	0&1&-3	4&4	0&-1&-2	17&-12	1&5&-3	-2	-1&3&-9
Cc1nn(Cc2c(Cl)cccc2Cl)c(C)c1NC(=O)c1cc(C(C)C)on1	1	9	8	19	9	-2	-5
O=C(NCCCN1CCOCC1)C1Nc2ccc(OC(F)(F)F)cc2C2C=CCC12 (configuration not stated)	/	-4	-11	11	-4	/	/
CCCNc1c(NS(=O)(=O)c2cccs2)c(=O)oc2ccccc12	1	3	-1	13	2	0	-3
COc1ccc(OC)c(/C=C/C(=O)OCC(=O)N2CCCCC2)c1	/	-4	-6	13	-2	-1	5
CC1=C(C(=O)N(C)C)CC(CC(=O)NCc2cccc3ccccc23)C(=O)N1CCCN1CCCC1=O (configuration not stated)	-7	-5	1	-3	1	-3	-8
CCCC(=O)N1CCN(c2ccc([N+](=O)[O-])c(NC(C)c3ccccc3)c2)CC1 (configuration not stated)	/	4	-10	/	-8	/	/
COC(=O)c1cc(OC)c(OC)cc1NCC(=O)Nc1ccc(C)cc1	-1	-8	8	50*	13	5	-6

Going on with the list.
SMILES	SIRT5 inh	FN deposition inh	esBAF inh	LGR2 inh	Statin myotox sup	CASP6 VEID inh	S100A4 inh HTS
CC(C)(C)NC(=O)C(c1ccco1)N(Cc1ccc2c(c1)OCO2)C(=O)c1snc(C(N)=O)c1N (configuration not stated)	-3	1	-10	4	-10	0	-4
C[C@H](CO)N1C[C@H](C)[C@H](CN(C)Cc2ccncc2)Oc2ccc(NC(=O)CCCCCC(=O)Nc3ccccc3N)cc2C1=O	/	/	3	-5	/	-1	11
O=C(Cc1ccc(NC(=O)C2CCCN(C(=O)C3CCCC3)C2)cc1)Nc1cccc(C(=O)N2CCCCC2)c1 (configuration not stated)	3	-3	-3	18	-3	0	1
CCOC1=NC(=C(c2ccccc2)c2ccccc2)OC1=O	-4	-12	-9	15	1	25	-3
COc1cccc(S(=O)(=O)Nc2ccc3c(c2)C(=O)N(C)[C@H]2CC[C@H](CC(=O)NCC4CCCCC4)O[C@H]2CO3)c1	-1	6	1	-5	15	/	8
Brc1cccc(CNCc2cccs2)c1	/	-3	8	3	7	/	/
C[C@H]1CN([C@@H](C)CO)C(=O)c2cccc(NS(=O)(=O)c3ccc(Cl)cc3)c2O[C@H]1CN(C)S(=O)(=O)c1ccccc1	1	/	0	6	-5	/	-3
O=C(Nc1ccc2c(c1)OCO2)NC1CCN(Cc2ccccc2)CC1	2	/	18	-20	/	1	-2
NC(=O)c1ccsc1NC(=O)COC(=O)/C=C/c1ccc([N+](=O)[O-])cc1	-2	-7	/	0	/	9	6
COc1cc(C(=O)NCCOc2ccccc2C)cc(OC)c1OC	2	2	3	-2	11	-2	-3
CC1(C(=O)NS(=O)(=O)Cc2ccccc2)CCN1C(=O)Cc1ccccc1Cl (configuration not stated)	/	5	-3	34	3	-1	-1
COc1ccccc1-c1ccc([C@H]2[C@H](CO)N[C@@H]2C#N)cc1	-1	-12	0	-15	6	3	-4
CCOC(=O)c1ccccc1NC(=O)Cn1cnc2c(oc3ccccc32)c1=O	/	-3	30	/	20	/	/
CC(C)(C)C(=O)Nc1ccc(-c2nc3ccccc3c(=O)o2)cc1	-4	-6	-7	5	-1	1	-5
CCOc1nc(OCC)c2[nH]c(C(=O)O)c(Br)c2n1	-3	5	/	-1	/	1	0
COc1ccc(C)cc1NC(=O)CCNS(=O)(=O)c1cccc(C(F)(F)F)c1	3	-3	-13	8	14	-2	3

Exported with bars between the fields: entries from further up
SMILES | SIRT5 inh | FN deposition inh | esBAF inh | LGR2 inh | Statin myotox sup | CASP6 VEID inh | S100A4 inh HTS
Brc1cccc(CNCc2cccs2)c1 | / | -3 | 8 | 3 | 7 | / | /
C[C@H]1CN([C@@H](C)CO)C(=O)c2cccc(NS(=O)(=O)c3ccc(Cl)cc3)c2O[C@H]1CN(C)S(=O)(=O)c1ccccc1 | 1 | / | 0 | 6 | -5 | / | -3

Sorted by value in esBAF inh (descending): 4 from the list above
structure	esBAF inh
CCOC(=O)c1ccccc1NC(=O)Cn1cnc2c(oc3ccccc32)c1=O	30
Brc1cccc(CNCc2cccs2)c1	8
COc1cc(C(=O)NCCOc2ccccc2C)cc(OC)c1OC	3
COc1cccc(S(=O)(=O)Nc2ccc3c(c2)C(=O)N(C)[C@H]2CC[C@H](CC(=O)NCC4CCCCC4)O[C@H]2CO3)c1	1
